Source: PubChem (Sanford-Burnham Center for Chemical Genomics)
H9c2 TAG inh = triacylglycerol accumulation inhibition; 230,000 tested, 0.66% active; inhibition, % at 12.5 µM; H9c2 cells, Nile Red lipid (TAG) fluorescence; cells loaded with 200 µM oleic acid;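 active means pattern-corrected inhibition of lipid staining of at least 50% with the nuclear-stain viability signal not falling by more than 50%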;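 further: 0% = DMSO wells and 100% = triacsin C control wells; some results filed as inactive read as strong as hits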
H9c2 TAG inh DAPI viability = further read-out of H9c2 TAG inh, marked with its call; DAPI nuclei signal change (viability), lower = more cytotoxic, %;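 whole-well DAPI fluorescence read on a plate reader as a viability signal; minus 50 percent equals half of cells still viable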
* hit, by the source's call. This is a subset. The share of hits here may be higher or lower than overall.

SMILES | H9c2 TAG inh | H9c2 TAG inh DAPI viability
Cc1ccc(C)c(S(=O)(=O)NCc2ccncc2)c1 | -20.1 | 9.5
COCCNC(=O)c1ccc(-c2csc(C)n2)cc1 | -8.4 | 6.8
CC1=NNC(=O)C1CCC(=O)N/N=C/c1c(Cl)cccc1Cl (configuration not stated) | 7.8 | 6.5
Cc1cccc(C)c1NC(=O)N1CCCCCCC1 | -10.7 | -0.9
Cc1ccccc1NC(=O)CC1SC(=NC2CCCCC2)NC1=O (configuration not stated) | -4.0 | -1.6
COc1ccc(S(=O)(=O)Nc2cc3c4c(c2)C(C)C(=O)N4CCC3)cc1OC (configuration not stated) | -17.9 | -0.6
COc1ccc(CCNC(=O)C2CCCN2S(=O)(=O)c2ccc(F)cc2)cc1OC (configuration not stated) | -11.3 | 1.9
Cc1cc(C)cc(-n2nnc(C(=O)NCc3ccccc3Cl)c2N)c1 | 16.5 | 8.4
CCOc1cc(/C=N/NC(=O)C(OC)c2ccccc2)ccc1O (configuration not stated) | -6.8 | 5.3
Cc1nc(/C(N)=N/OC(=O)Cc2ccccc2)no1 | 3.6 | 2.9
Cc1ccc(Cn2cccc2/C=N/NC(=S)Nc2ccc(C)cc2)cc1 | -9.3 | 4.3
Cc1ccc(C)c(C(=O)Nc2c(C(N)=O)oc3ccccc23)c1 | -4.5 | 5.1
Cc1cc2c(cc1S(=O)(=O)N1CCN(c3ccccc3)CC1)OCC(=O)N2 | -2.7 | -3.5
COc1ccc(S(=O)(=O)N2CCOCC2)cc1C(=O)N1CCCCC1 | 0.4 | -5.5
Cc1ccc(-c2n[nH]c(=O)c3ccccc23)c(C)c1 | -21.3 | -3.9
O=C(NCCCNCCCNC(=O)c1ccc(/C=N/O)nc1)c1ccc(/C=N/O)nc1 | 2.9 | 6.5
Cc1ccc(-n2ccnc2SCC(=O)N(CC(C)C)C2CCS(=O)(=O)C2)c(C)c1 (configuration not stated) | 16.9 | -20.0
Cc1ccc(N=C2NC(=O)/C(=C\c3ccc(C)s3)S2)cc1 | -12.3 | 6.7
O=S(=O)(Nc1cccnc1)c1ccc(Cl)c(C(F)(F)F)c1 | 13.0 | 5.7
Cc1c(C(=O)O)sc2nc(SCC(=O)Nc3ccc(S(=O)(=O)NC(C)(C)C)cc3)[nH]c(=O)c12 | -3.9 | -6.0
Nc1nc(-c2ccccc2)c(C(=O)Nc2ccccc2)s1 | 8.0 | 1.8
O=[N+]([O-])c1ccc(/C=N/Nc2nc(N3CCOCC3)nc(N3CCOCC3)n2)cc1 | -1.9 | 5.0
O=C(NCc1ccc(F)cc1)c1ccc(Cl)c(NC2=NC3CS(=O)(=O)CC3S2)c1 (configuration not stated) | -5.1 | 6.5
O=C(CC1OC(=O)c2ccccc21)NNC(=O)c1ccc(F)cc1 (configuration not stated) | -10.2 | -5.8
CC1=NN(c2ccccc2)C(=O)C1N=Nc1ccccc1 (configuration not stated) | 6.3 | -3.6

Structural class: those above containing a thiophene ring, fused or not (2)
SMILES | H9c2 TAG inh | H9c2 TAG inh DAPI viability
Cc1ccc(N=C2NC(=O)/C(=C\c3ccc(C)s3)S2)cc1 | -12.3 | 6.7
Cc1c(C(=O)O)sc2nc(SCC(=O)Nc3ccc(S(=O)(=O)NC(C)(C)C)cc3)[nH]c(=O)c12 | -3.9 | -6.0

Two neighbouring entries out of the list so far, for reference:
SMILES | H9c2 TAG inh | H9c2 TAG inh DAPI viability
Cc1ccc(C)c(S(=O)(=O)NCc2ccncc2)c1 | -20.1 | 9.5
COCCNC(=O)c1ccc(-c2csc(C)n2)cc1 | -8.4 | 6.8

(cont.)
SMILES | H9c2 TAG inh | H9c2 TAG inh DAPI viability
CCCC1(C(=O)OC)NC(c2cc(OC)c(OC)c(OC)c2)C2C(=O)N(CC)C(=O)C21 (configuration not stated) | 0.2 | 1.7
O=[N+]([O-])c1ccc(C=NNC(=S)Nc2ccc(F)cc2)cc1 | -5.7 | -0.8
O=C(Nc1ccccc1)c1nn(-c2cccc(C(F)(F)F)c2)ccc1=O | 1.4 | -1.4
C[C@@H]1CN([C@@H](C)CO)S(=O)(=O)c2ccc(C#CC(C)(C)O)cc2O[C@H]1CN(C)C(=O)C1CCCCC1 | 8.8 | -4.4
CC(C)(C)NC(=O)c1ccccc1-c1nc2ccccc2s1 | 13.3 | -12.4
C/C(NCc1cccnc1)=C(\C#N)C(=O)NCc1ccccc1 | 17.2 | -2.9
Cc1cccc(C(=O)NC(=S)Nc2ccccc2C(F)(F)F)c1 | -14.5 | -7.2
O=C(CO/N=C/c1ccc(OC(F)F)cc1)NC1CCCC1 | -7.0 | 11.1
CCNC(=O)C1(C)CCN(C(=O)c2cccc(OC(C)=O)c2C)C1 (configuration not stated) | -1.5 | 3.3
O=S(=O)(NCCC1=CCCCC1)c1c(Cl)cccc1Cl | -6.5 | 8.0
Cc1ccc(CNC(=O)c2ccc(S(=O)(=O)N3CCCCC3)cc2)cc1 | -15.3 | 3.1
Cc1cccnc1NC(=O)CNC(=O)c1cccs1 | 10.2 | -2.6
CCc1nc2ccc(C(=O)N3CCCC(C(N)=O)C3)cn2c1N(C)Cc1ccc(OC)cc1 (configuration not stated) | 8.8 | -12.0
c1ccc(-c2nc(-n3nc4ccccc4n3)nc3ccccc23)cc1 | 27.1 | 1.3
CC1=CC=CN2CC(O)CN=C12 (configuration not stated) | 6.1 | -11.9
CCCCCCCC(=O)NNC(=O)CCC(=O)O | -0.1 | 12.6
O=C(c1cc2ccccc2oc1=O)N(Cc1ccco1)Cc1cccs1 | -18.8 | 9.5
CCOC(=O)Cn1c(=O)oc2cc(S(=O)(=O)Nc3cccc(C)c3)ccc21 | -24.6 | 11.3
COC(=O)c1cnc(Nc2nc(C(N)Cc3ccc(Cl)cc3)cs2)nc1C(F)(F)F (configuration not stated) | 13.4 | 9.4
CCOCCCNC(=O)C(NC(=O)Cc1cccs1)c1ccccc1 (configuration not stated) | 4.9 | 0.5
CC1CCN(c2nc(-c3ccccc3O)nc3ccccc23)CC1 | 12.5 | 0.5
CC1(C)O[C@@H]2[C@H](O1)[C@@H](CO)O[C@H]2n1cc(Br)c(=O)[nH]c1=O | -9.0 | 7.1
O=S(=O)(c1ccc(NC(=S)NCCC(c2ccccc2)c2ccccc2)cc1)N1CCOCC1 | -35.3 | 6.9
COc1ccc2nc(-c3ccccc3)cc(C(=O)OCC(=O)N3CCCCC3)c2c1 | -2.6 | 59.1
Cc1ccc(CN(C)C(=O)c2cccc(S(=O)(=O)N3CCN(c4ccccc4)CC3)c2)cc1 | -26.5 | 6.7

In the list so far, 3 have an NH in an aromatic ring:
SMILES | H9c2 TAG inh | H9c2 TAG inh DAPI viability
Cc1ccc(-c2n[nH]c(=O)c3ccccc23)c(C)c1 | -21.3 | -3.9
Cc1c(C(=O)O)sc2nc(SCC(=O)Nc3ccc(S(=O)(=O)NC(C)(C)C)cc3)[nH]c(=O)c12 | -3.9 | -6.0
CC1(C)O[C@@H]2[C@H](O1)[C@@H](CO)O[C@H]2n1cc(Br)c(=O)[nH]c1=O | -9.0 | 7.1

Other structures
SMILES | H9c2 TAG inh | H9c2 TAG inh DAPI viability
COc1ccccc1NC(=O)N1CCCC1C(=O)Nc1ccc2c(c1)OCO2 (configuration not stated) | 42.9 | -5.3
Nc1cc(=O)[nH]c(SCC(=O)Nc2ncc(C(F)(F)F)cc2Cl)n1 | -6.1 | 6.7
CN(C)CCCNC(=O)c1cc(C(=O)c2ccc(F)cc2)c[nH]1 | 8.0 | -4.2
O=C(Cn1cc(C(=O)C2CC2)c2ccccc21)NC1CCCC1 | 19.9 | -4.9
CCCN(CCC)S(=O)(=O)c1ccc(C(=O)Nc2nnc(CSC)o2)cc1 | -1.6 | 164.9
CCc1nnc(NC(=O)CCC(=O)NC2CCCc3ccccc32)s1 (configuration not stated) | -1.0 | -2.9
Cc1ccc(NC(=O)c2ccc(S(=O)(=O)N3CCCC3)cc2)cc1 | 7.8 | -0.3
O=C(NCCc1ccccc1F)[C@@H]1CSC2c3ccccc3C(=O)N21 (some centres not stated) | -34.1 | 15.4
O=C(O)COCCN1CCN([C@H](c2ccccc2)c2ccc(Cl)cc2)CC1 | 8.6 | 0.3
COc1ccc(F)cc1-c1cc(NC=O)c2ncc(-c3cccc(C(F)(F)F)c3)n2c1 | 29.0 | -36.6
COc1ccc(NC(=O)N(Cc2cc3ccc(OC)cc3[nH]c2=O)CC2CCCO2)cc1 (configuration not stated) | 7.6 | -4.3
CN(C)/C=C(\C#N)C(=O)N/N=C/c1ccccc1 | -8.2 | -1.9
O=C(Nc1ccc(S(=O)(=O)Nc2ncccn2)cc1)c1ccc2ncsc2c1 | 8.3 | -8.8
Cc1ccccc1-n1c(C)nnc1SCC(=O)N(C)C1CCS(=O)(=O)C1 (configuration not stated) | -1.4 | 1.9

Record cards, from the list above:
O=C(NCCc1ccccc1F)[C@@H]1CSC2c3ccccc3C(=O)N21 (some centres not stated) in the list: H9c2 TAG inh: -34.1; H9c2 TAG inh DAPI viability: 15.4
COc1ccc(NC(=O)N(Cc2cc3ccc(OC)cc3[nH]c2=O)CC2CCCO2)cc1 (configuration not stated) in the list: H9c2 TAG inh: 7.6; H9c2 TAG inh DAPI viability: -4.3
CN(C)CCCNC(=O)c1cc(C(=O)c2ccc(F)cc2)c[nH]1 in the list: H9c2 TAG inh: 8.0; H9c2 TAG inh DAPI viability: -4.2
